# TDP-43 yeast inh – rescues yeast growth from TDP-43 toxicity. Potency, µM (top dose mostly 46.1 µM), for the others: at the top dose growth rescue (activation), actives largely listed as activators. TDP-43 expressing yeast growth rescue, BacTiter-Glo, 24 h. AID 652104. 410,000 tested, 1.8% active; further: potency means the concentration at half of the fitted maximal effect; % of control where 0% means no effect; nearly all actives have a fitted effect of over 50% in size
#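 Growth rescue of TDP-43-toxic yeast measured as ATP luminescence (BacTiter-Glo). Cells grown to mid-log in raffinose, induced in galactose at OD600=0.02, exposed to compound 24 hr at 30 deg C.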
# aSyn rescue – rescues yeast growth from alpha-synuclein toxicity | 370,000 tested, 0.14% active | Yeast expressing alpha-synuclein, growth rescue, BacTiter-Glo, 24 h | Potency, µM (series often up to 46.1 µM), inactives show top-dose growth rescue (activation), hits mostly activators; further: potency means the concentration at half of the fitted maximal effect; % of control where 0% means no effect; nearly all actives have a fitted effect of over 65% in size
#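 Rescue of yeast growth: cells expressing toxic alpha-synuclein, induced in galactose at OD600 0.02, incubated with compound 24 h at 30 C. ATP luminescence quantified growth; inhibitors of toxicity appear as activators.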
# GLP1R inv ag – acts as inverse agonist at human GLP-1 receptor; 410,000 tested, 1.6% active; AID 624417; P43220; Potency, µM (titrated, usually from 38.3 µM), inactives show top-dose activity change, negative = inhibition, actives largely listed as inhibitors; HEK293 GLP-1R CRE-luciferase, luminescence, 24 h; GLP-1R form is constitutively active; further: potency means the concentration at half of the fitted maximal effect; on the % scale 0 is the no-effect control and ±100 the full control effect; nearly all actives have a fitted effect of over 55% in size
# Target sequence (P43220 whole entry, looked up): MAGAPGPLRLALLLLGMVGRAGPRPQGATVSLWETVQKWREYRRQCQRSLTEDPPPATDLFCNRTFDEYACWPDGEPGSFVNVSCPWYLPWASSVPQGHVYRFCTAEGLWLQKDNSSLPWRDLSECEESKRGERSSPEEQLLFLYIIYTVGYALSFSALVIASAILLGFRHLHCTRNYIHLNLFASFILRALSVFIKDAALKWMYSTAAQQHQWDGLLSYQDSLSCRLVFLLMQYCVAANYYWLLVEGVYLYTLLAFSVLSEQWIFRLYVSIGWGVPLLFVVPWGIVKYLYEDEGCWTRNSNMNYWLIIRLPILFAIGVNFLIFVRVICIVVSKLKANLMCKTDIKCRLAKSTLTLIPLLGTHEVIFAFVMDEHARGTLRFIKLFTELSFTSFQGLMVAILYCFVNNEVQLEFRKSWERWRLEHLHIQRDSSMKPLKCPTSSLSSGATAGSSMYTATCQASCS
#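 Inverse agonists were sought by their lowering of basal cAMP reporter luciferase output in HEK293 cells stably carrying constitutively active human GLP-1R, after 24 h compound treatment.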
# Abeta yeast res – A-beta toxicity reversal in yeast; yeast expressing A-beta42, growth rescue, OD600, 48 h; response scale: 0% DMSO, 100% iron-clioquinol control; 410,000 tested, 0.063% active; Potency, µM (titrated, usually from 46.1 µM), without a hit: top-dose growth rescue, most hits filed as activators; further: potency means the concentration at half of the fitted maximal effect; nearly all actives have a fitted effect of over 55% in size
#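 Growth rescue measured by 600 nm absorbance after 48 h yeast culture at 30 C with compound. Values normalized between DMSO and an equimolar ferric chloride plus clioquinol control.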
# GLP-1R agonist – GLP-1 receptor (human) agonism. 380,000 tested, 0.007% active. HEK293 GLP-1R CRE-luciferase, luminescence, 4-6 h; cells express a hypersensitive GLP-1R form. Potency, µM (top dose mostly 45.6 µM), inactives show at the highest dose activation, usual class: activators. P43220; further: potency means the concentration at half of the fitted maximal effect; % of control where 0% means no effect
# DRD3 antagonist – antagonists of human D3 dopamine receptor; P35462; max response, negative = inhibition, %; D3R cells, DiscoveRx beta-arrestin luminescence, antagonist mode; hits give low values; 360,000 tested, 2.5% active; in the data active means max response below about -50%; inconclusive means no clear call, values can overlap the other calls; further: on the % scale 0 is the no-effect control and ±100 the full control effect; mostly tested at two doses, the higher about 12 µM
# Target sequence (P35462 whole entry, looked up): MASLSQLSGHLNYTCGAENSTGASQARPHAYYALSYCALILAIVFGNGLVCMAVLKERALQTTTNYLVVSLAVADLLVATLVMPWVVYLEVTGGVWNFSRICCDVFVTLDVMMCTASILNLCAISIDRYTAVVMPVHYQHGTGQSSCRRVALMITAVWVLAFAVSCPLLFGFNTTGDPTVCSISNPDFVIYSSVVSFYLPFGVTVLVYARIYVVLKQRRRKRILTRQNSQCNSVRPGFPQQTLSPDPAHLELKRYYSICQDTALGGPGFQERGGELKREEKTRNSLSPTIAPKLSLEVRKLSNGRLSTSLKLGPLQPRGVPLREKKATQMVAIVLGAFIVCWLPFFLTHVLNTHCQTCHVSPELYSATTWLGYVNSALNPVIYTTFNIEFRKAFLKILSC
#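 Cells plated overnight at 1500 cells/well, then exposed to library compounds with dopamine controls for 90 minutes at 37 degrees C. DiscoveRx reagent added for 30–60 minutes at room temperature; luminescence read, quantitative HTS format.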
# PTHR1 agonist – activates the human parathyroid hormone receptor PTHR1; Q03431; HEK293 GP2 PTHR1 cells, GloSensor cAMP luminescence, 1 h; Potency, µM (top dose mostly 115 µM), without a hit: top-dose activation, actives largely listed as activators; 410,000 tested, 0.075% active; further: potency means the concentration at half of the fitted maximal effect; nearly all actives have a fitted effect of over 55% in size; some results filed as inactive show a strong effect at the top dose; inactives centre near -15; many of its hits are not listed in these tables
#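 HEK-293-derived GP2 cells expressing PTHR1 and a GloSensor cAMP reporter, 3,000/well, plated overnight, given luciferin plus IBMX (each 0.5 mM as added) for 1 h at 37 °C, then compound for 1 h at 37 °C. Luminescence was read after 15 min at room temperature.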
# FUS suppressor – rescues growth of FUS-expressing yeast; S. cerevisiae FUS-expressing, growth rescue, OD600, 24 h; Potency, µM (highest dose often 76.6 µM), without a hit: at the highest dose growth rescue (activation), actives largely listed as activators; 390,000 tested, 0.24% active; AID 1347120;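 further: potency means the concentration at half of the fitted maximal effect; plate controls were DMSO vehicle for no effect and reference control for full effect; nearly all actives have a fitted effect of over 55% in size; some results filed as inactive show a strong effect at the top dose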
#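 Compound concentration series was pinned onto galactose-induced FUS-expressing yeast seeded at OD 0.005. Plates sat 24hr at 30C; absorbance at 600 nm gave growth. DMSO served as background control.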
# Akt phos inh – Akt phosphorylation inhibition; Neuro2A IGF-stimulated pAkt S473 HTRF, 20 min; hits give low values; activity change, % for hits at 50 µM; 360,000 tested, 0.32% active; in the data active means activity change below about -80%; inconclusive means mostly about -51% to -80%; further: on the % scale 0 is the no-effect control and ±100 the full control effect
#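 Neuro2A cells in DMEM with 0.5% FBS, overnight at 37 deg C, given compound at single 50 µM final, then IGF (6 nM final) for 20 min at 37 deg C. Lysed; phospho-Akt Ser473 by HTRF after 24 h, 665/615 ratio.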
# Numbers without * were called inactive; i = inactive; ? = inconclusive; / = no result given; & = joins results of further samples; [ ] = dose if it differs, or a comment. Unless noted, the call rests on the fitted dose curve; in most records, active means well fitted curve in the direction sought with a large enough effect; inconclusive means small, poorly fitted or top-dose-only effect, or another doubt; inactive means no such curve, though single readings can be large; an effect the other way counts as inactive or inconclusive. This is a subset; the hit share may differ from the screen's.
Molecule,Akt phos inh,GLP1R inv ag,PTHR1 agonist,TDP-43 yeast inh,GLP-1R agonist,aSyn rescue,FUS suppressor,DRD3 antagonist,Abeta yeast res
COc1ccc(CNC(=O)c2cnn3c(C)c(Cc4c(F)cccc4Cl)c(C)nc23)cc1,/,-10%,i,?,/,/,-6%,/,9%
Cc1ccc(CNS(=O)(=O)c2ccc3c(c2)NC(=O)CO3)cc1,i,4%,i,-20%,-4%,2%,23%,-20,2%
CSc1ccc(CCNC(=O)c2c(C)oc3ncn(C)c(=O)c23)cc1,/,16%,17%,0%,/,/,10%,/,2%
COCCN(C(=O)CC1CCCC1)c1c(N)n(CC(C)C)c(=O)[nH]c1=O,i,0%,i,8%,-11%,-10%,/,17,-8%
CCOc1ccccc1NC(=O)C(=O)N/N=C/c1cc(Br)ccc1O,i,?,i,-2%,8%,?,-1%,2,-5%
COc1ccc(-c2csc3ncnc(Nc4ccc(OC)c(OC)c4)c23)cc1,/,?,-3%,8%,/,/,17%,/,-16%
O=C(O)c1ccccc1CSC1=NCCS1,i,16%,-22%,3%,-4%,1%,4%,14,16%
COc1ccc(-n2ccnc2SCC(=O)Nc2cccc(OC)c2)cc1,/,?,-51%[inhibitor],?,/,/,21%,/,3%
Cc1cc(C)cc(NC(=O)c2cc(S(=O)(=O)NCCC3=CCCCC3)ccc2F)c1,/,?,-10%,19%,/,/,1%,/,0%
Cc1nc2ccccc2c(=O)n1NC(=O)/C=C/c1ccccc1,i,-2%,i,-14%,9%,-10%,2%,7,-26%
Cc1cc(NC(=O)CSCc2ccccc2C)no1,i,1%,-10%,?,6%,3%,-21%,3,13%
COc1ccc(NC(=O)CN2C(=O)NC(C)(c3ccc4c(c3)OCO4)C2=O)cc1S(N)(=O)=O (configuration not stated),i,5%,-21%,20%,-12%,2%,15%,15,-6%
CCOC(=O)C1CN(S(C)(=O)=O)c2cc(CC(=O)OC)ccc2O1 (configuration not stated),i,8%,-23%,9%,2%,1%,-18%,12,-2%
O=c1c(Cl)c(N2CCOCC2)cnn1-c1nc2ccccc2[nH]1,i,?,-30%,11%,2%,0%,-34%,1,-4%
CN=Cc1sc2ccccc2c1O,i,20%,i,-9%,-6%,-6%,-17%,8,-4%
CCCCCC[n+]1c(-c2ccc(Cl)cc2Cl)csc1Nc1ccccc1,i,10µM*,i,25%,-2%,-33%[inhibitor],-23%,9,9%
O=C(Nc1ccc(S(=O)(=O)NCc2cccnc2)cc1)c1ccco1,i,13%,-28%,3%,-11%,-2%,11%,0,4%
CC(C)(C#N)NC(=O)c1ccco1,i,13%,-1%[57.5 µM],-3%,0%,-4%,19%,-4,16%
Cc1ccc(SCCNC(=O)c2ccc(C)c(S(=O)(=O)Nc3cccc(C)c3)c2)cc1,i,21%,-7%[57.5 µM],-9%,2%,20%,32µM*,8,-11%
O=C(NCCN1CCC(n2c(=O)[nH]c3ccccc32)CC1)c1ccc(F)cc1F,i,3%,-42%,16%,-1%,3%,-6%,-109*,-5%
CC(=O)c1nn(-c2cccc(C(F)(F)F)c2)c(=O)[nH]c1=O,i,-17%,i,0%,28%,-3%,12%,-2,-12%
Cc1cc(C)n2nc(-c3ccc(Cl)cc3)cc2n1,i,10%,-34%[inhibitor],0%,-6%,0%,-19%,9,-8%
CCOc1ccc(C(=O)NCCCN(CC)CC)cc1,i,-14%,-4%[57.5 µM],-21%,-14%,-7%,-7%,-3,9%
CCCC(C)C(=O)Nc1ccc(NC(C)=O)cc1 (configuration not stated),i,4%,i,22%,-6%,8%,-10%,-5,13%
CCC(c1nnnn1Cc1ccco1)N1CCC(C(N)=O)CC1 (configuration not stated),i,0%,i,4%,-2%,-2%,-6%,1,-13%
NC(=O)Cn1c2[n+](c3ccccc31)CC(O)CS2 (configuration not stated),i,20%,-10%[57.5 µM],-9%,-9%,1%,-21%,1,0%
COc1cccc(NC(=O)CN(C)C(=O)c2ccc(N3CCCCC3)c([N+](=O)[O-])c2)c1,i,?,-16%,-23%,-4%,0%,6%,-29,-19%
C#CCOCCOCCOCCNc1nc(N2CCOCC2)nc(N2CCN(C(=O)[C@H]([C@@H](C)CC)n3cc([C@@H](N)CO)nn3)CC2)n1,i,-4%,-1%,1%,-3%,-4%,-14%,?,-1%
CCN(CC)c1ccc(NC(=O)c2nc3nc(C)cc(C(F)F)n3n2)cc1,i,-11%,i,12%,15%,-1%,-17%,9,-1%
CCOC(=O)CNC(=O)CNC(=O)c1ccc(OC(C)C)cc1,i,11%,i,12%,10%,1%,-5%,8,7%
Cc1ccc(S(=O)(=O)N2CCCN(S(=O)(=O)c3ccc4c(c3)OCCO4)CC2)cc1,i,?,i,8%,-2%,-9%&-9%,35%,14,-14%
O=C(Oc1ccnc2cc(Cl)ccc12)N1CCCCCC1,-96%*,?,-21%[57.5 µM],24%[9.22 µM],?,?,11%,-12,-46%[inhibitor]
CSCC[C@H](NC(=O)[C@@H]1Cc2ccccc2CN1)C(=O)Nc1cccc(C)c1,i,-4%,-5%,0%,12%,-1%,6%,-28,5%
CN(C)/C=N/C1=C(C#N)C(c2ccc(Br)cc2)c2ccc3ccccc3c2O1 (configuration not stated),i,?,i,8%,5%,17%,7%,3,5%
COc1cc(C(=O)N2CCC2(C)C(=O)O)cc(OC)c1OC (configuration not stated),i,23%,-11%,15%,-4%,-4%,-12%,-4,6%
O=C(NC(=S)Nc1ccc2c(c1)OCCO2)c1ccccc1,i,?,-15%[57.5 µM],-6%,-9%,-11%,17%,29,-14%
Cc1ccc(NC(CC(=O)c2ccccc2)C(=O)O)cc1Cl (configuration not stated),i,-17%,-79%,-9%,0%,19%,12%,-19,-3%
CCCOc1ccc(/C=N/NC(=O)c2nnn(-c3nonc3N)c2-c2cccs2)cc1OC,i,?,-12%,-12%,3%,4%,37%,-8,11%
COCCNC(=O)C(=O)NNS(=O)(=O)c1ccc2ccccc2c1,i,8%,i,-15%,1%,0%,4%,3,7%
COc1ccccc1N(C)S(=O)(=O)c1ccc(C(=O)Nc2ccncc2)cc1,i,?,-49%[inhibitor],21%,-6%,5%,-7%,11,4%
Cc1cccc(Cn2cc3c(=O)n(Cc4cccc(F)c4)nc-3c3ccccc32)c1,i,-18%,i,-1%,3%,2%,-24%,-27,-6%
O=C1CCCC/C1=C/NCc1ccccc1,i,2%,i,-2%,2%,2%,6%,8,-2%
CCOc1ccc(-c2csc(-c3c(N)c(C(=O)c4ccc5c(c4)OCO5)n4ccccc34)n2)cc1,/,12%,12%,-12%,/,/,-1%,/,-9%
CC(=O)c1c(C)[nH]c(C(=O)OCC(=O)NNC(=O)c2ccc([N+](=O)[O-])cc2)c1C,i,16%,i,7%,12%,0%,?,-25,-3%
CSc1ccc(CNCCN2CCOCC2)cc1,i,-22%,-2%,26%,-2%,-11%,-6%,3,-10%
Cc1nn(CCCC(=O)NCc2ccc(Cl)cc2)c(C)c1[N+](=O)[O-],i,-1%,i,?,9%,-6%,/,-6,16%
COc1ccc(S(=O)(=O)N2CCOC23CCN(S(=O)(=O)c2cccs2)CC3)cc1,i,49%,-9%,-9%,0%,5%,-9%,9,-8%
COc1cccc(-c2csc(N3CCN(C(=S)Nc4cccc(Cl)c4)CC3)n2)c1,i,10µM*,-15%,-2%,-7%,-16%,5%,-5,29%
Cc1cc(C)c(C)c(OCC(=O)N2CCN(c3ccccn3)CC2)c1,i,?,-3%,-1%,9%,-1%,/,-17,-9%

# Entries listed so far that have a Cl atom, in the order listed:
Molecule,Akt phos inh,GLP1R inv ag,PTHR1 agonist,TDP-43 yeast inh,GLP-1R agonist,aSyn rescue,FUS suppressor,DRD3 antagonist,Abeta yeast res
COc1ccc(CNC(=O)c2cnn3c(C)c(Cc4c(F)cccc4Cl)c(C)nc23)cc1,/,-10%,i,?,/,/,-6%,/,9%
O=c1c(Cl)c(N2CCOCC2)cnn1-c1nc2ccccc2[nH]1,i,?,-30%,11%,2%,0%,-34%,1,-4%
CCCCCC[n+]1c(-c2ccc(Cl)cc2Cl)csc1Nc1ccccc1,i,10µM*,i,25%,-2%,-33%[inhibitor],-23%,9,9%
Cc1cc(C)n2nc(-c3ccc(Cl)cc3)cc2n1,i,10%,-34%[inhibitor],0%,-6%,0%,-19%,9,-8%
O=C(Oc1ccnc2cc(Cl)ccc12)N1CCCCCC1,-96%*,?,-21%[57.5 µM],24%[9.22 µM],?,?,11%,-12,-46%[inhibitor]
Cc1ccc(NC(CC(=O)c2ccccc2)C(=O)O)cc1Cl (configuration not stated),i,-17%,-79%,-9%,0%,19%,12%,-19,-3%
Cc1nn(CCCC(=O)NCc2ccc(Cl)cc2)c(C)c1[N+](=O)[O-],i,-1%,i,?,9%,-6%,/,-6,16%
COc1cccc(-c2csc(N3CCN(C(=S)Nc4cccc(Cl)c4)CC3)n2)c1,i,10µM*,-15%,-2%,-7%,-16%,5%,-5,29%
